CIT2 TOR yeast = modulators of CIT2-GFP expression in yeast, primary screen, S. cerevisiae, GFP fusion, multiplex flow cytometry, MLPCN library; S. cerevisiae CIT2-GFP strain, 3 h; 100 means same as DMSO wells; AID 2029, 2009; 320,000 tested, 0.065% active; GFP response vs DMSO, % at 10 µM;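 active = GFP response relative to DMSO above a set limit, near the screen mean plus 3 SD, cut at about 150% in these data; inconclusive = Fewer than 70 cells measured for a yeast strain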;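 note: ratio of well median GFP fluorescence to mean of DMSO wells on the plate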
AHR activator = AHR activators, primary screen, cell-based, luminescence, luciferase reporter, human | Aryl hydrocarbon receptor (Homo sapiens), P35869 | AHR-responsive luciferase reporter cells | activation, % at 5 µM | 320,000 tested, 2.5% active; in the data active = activation above about 47%;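 note: 0% = vehicle wells and 100% = reference agonist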
AGP1 TOR yeast = modulators of AGP1-GFP expression in yeast TOR pathway, primary screen, cell-based, multiplex flow cytometry, S. cerevisiae, MLPCN library; 3 h; GFP as percent of DMSO wells; GFP response vs DMSO, % at 10 µM; 320,000 tested, 0.02% active;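 active = GFP response relative to DMSO above a set limit, near screen average plus 3 SD, cut at about 150% in these data; inconclusive = fewer than 70 cells counted for the yeast strain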;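 note: median GFP channel fluorescence of the gated AGP1 strain per well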
procasp3 activ = activators of human procaspase-3 D3A mutant, primary screen, biochemical, absorbance, PC-3 D3A mutant, single concentration; AID 463141, 2010; activation, % at 8.5 µM; recombinant procaspase-3 D3A, Ac-DEVD-pNA absorbance 405 nm; Caspase-3 (Homo sapiens), P42574; 330,000 tested, 0.11% active;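 active = activation above the mean of all tested compounds plus 3 SD, cut at about 21% in these data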;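 note: 0% = DMSO alone and 100% = DMSO wells spiked with extra 5 µM PC-3 D3A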
Target sequence (P42574 whole entry D9A/D28A/D175A): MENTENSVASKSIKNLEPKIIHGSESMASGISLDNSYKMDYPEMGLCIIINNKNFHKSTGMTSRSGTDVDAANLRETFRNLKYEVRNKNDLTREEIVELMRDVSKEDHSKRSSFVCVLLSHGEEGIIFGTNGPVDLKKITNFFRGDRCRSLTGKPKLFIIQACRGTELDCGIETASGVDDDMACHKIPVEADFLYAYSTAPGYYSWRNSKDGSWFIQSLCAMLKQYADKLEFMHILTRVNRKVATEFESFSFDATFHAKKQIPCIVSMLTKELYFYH
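Technique: 405 nm absorbance of p-nitroaniline, reads at 0 and 120 min; Test system: Procaspase-3 D3A mutant; Incubation: 1 h enzyme-compound preincubation, then 2 h substrate reaction, 25 °C; Repeats: singlicate, each compound tested once; Benchmarks: low control DMSO wells, high control DMSO plus 5 µM PC-3 D3A.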
LAP4-GFP MLPCN = modulators of LAP4-GFP expression in yeast, primary screen, S. cerevisiae, multiplex flow cytometry, MLPCN library; 3 h; median GFP as percent of DMSO wells; GFP response vs DMSO, % at 10 µM; 320,000 tested, 0.34% active; AID 2023, 2009;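 active = GFP response vs DMSO above a set limit, about the screen mean plus 3 SD, cut at about 150% in these data; inconclusive = under 70 cell events counted for the yeast strain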
MEP2-GFP yeast = modulators of MEP2-GFP levels in yeast, primary screen, S. cerevisiae, multiplex flow cytometry, MLPCN library; AID 2016, 2009; GFP response vs DMSO, % at 10 µM; S. cerevisiae MEP2-GFP strain, 3 h; 100% = DMSO control level; 330,000 tested, 0.51% active;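 active = GFP response versus DMSO above a set limit, roughly screen mean plus 3 SD, cut at about 180% in these data; inconclusive = fewer than 70 cells counted for a yeast strain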;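 note: median GFP fluorescence of the barcode-gated MEP2-GFP cells per well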
RPL19A TOR yeast = RPL19A-GFP expression modulators in yeast, primary screen, cell-based, S. cerevisiae, multiplex flow cytometry, MLPCN | percent response vs DMSO, % at 10 µM | 330,000 tested, 0.3% active | AID 2025, 2009 | S. cerevisiae RPL19A-GFP strain, 3 h; stronger effect = lower value;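 active = percent response vs DMSO below 50%; inconclusive = fewer than 70 events counted for the yeast strain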;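 note: median channel GFP fluorescence of the barcoded RPL19A-GFP strain; ratio of sample median GFP to plate DMSO average so 100% = DMSO; lower means less RPL19A-GFP as with rapamycin TOR inhibition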
procasp7 counter = procaspase-7 activators, primary screen, counter-screen for procaspase-3 activator project, biochemical, absorbance, HTS, human; AID 463210, 2010; 330,000 tested, 0.093% active; recombinant procaspase-7, Ac-DEVD-pNA absorbance 405 nm; D23A/D198A/D206A triple mutant, cannot self-cleave; scale: DMSO 0, 5 µM enzyme 100; Caspase-7 (Homo sapiens), P55210; activation, % at 8.5 µM;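 active = percent activation above the screen-wide mean plus 3 SD, cut at about 25% in these data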
Target sequence (P55210 whole entry D23A/D198A/D206A): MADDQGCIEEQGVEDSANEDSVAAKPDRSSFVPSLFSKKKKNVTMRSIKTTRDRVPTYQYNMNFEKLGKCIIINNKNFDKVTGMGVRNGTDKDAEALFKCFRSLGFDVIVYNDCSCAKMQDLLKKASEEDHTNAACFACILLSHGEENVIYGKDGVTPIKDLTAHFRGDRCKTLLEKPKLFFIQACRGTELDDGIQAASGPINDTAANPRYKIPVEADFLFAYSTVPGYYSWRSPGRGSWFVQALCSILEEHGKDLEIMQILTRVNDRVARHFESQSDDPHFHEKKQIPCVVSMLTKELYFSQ
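Test system: Procaspase-7 triple mutant (PC-7 D3A). Also added: Ac-DEVD-pNA substrate, 400 µM as added. Schedule: 1 h enzyme–compound preincubation and 2 h substrate reaction, both 25 °C. Signal: p-Nitroaniline absorbance at 405 nm, read at 0 and 120 min. Control set: low DMSO alone, high DMSO plus 5 µM PC-7.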
* marks the source's active call; other numbers are inactive results; ? = inconclusive; . = no result given; [ ] = dose if it differs, or a comment.

SMILES	CIT2 TOR yeast	AHR activator	AGP1 TOR yeast	procasp3 activ	LAP4-GFP MLPCN	MEP2-GFP yeast	RPL19A TOR yeast	procasp7 counter
Cc1ccccc1C(=O)N1CCC(C(=O)Nc2ccc(S(=O)(=O)N3CCCC3)cc2)CC1	105	1	105	2	111	103	105	-5
Cc1ccc(-c2noc(CSc3nnc(Cc4ccccc4)n3-c3ccc(Cl)cc3)n2)cc1	94	5	104	-2	110	100	101	-10
CCOC(=O)c1cc(=O)n2[nH]c(-c3ccc(C)cc3)cc2n1	92	7	96	1	104	112	98	0
CCOc1ccccc1NC(=O)CSc1ccc2nnc(-c3cccnc3)n2n1	94	25	99	1	101	110	99	9
O=C(O)[C@H](Cc1ccccc1)NC(=O)N1CCOCC1	108	-2	105	-3	98	108	101	-1
Cc1nc2sccc2c(=O)n1N	89	2	99	-2	107	91	100	8
O=C(N/N=C/c1cc2cc3c(cc2nc1Cl)OCCO3)c1ccccc1O	100	6	91	-1	82	90	98	2
O=C(Cc1ccc(F)cc1)NC1CCCC1	95	0	84	-11	90	98	98	-1
COc1cccc(C(C2=C(O)CC(C)(C)CC2=O)C2C(=O)CC(C)(C)CC2=O)c1 (stereo not drawn)	74	-2	87	-13	92	82	91	-9
O=C1C=C(NCc2ccco2)CC(c2ccc(Cl)cc2)C1 (stereo not drawn)	91	12	101	-3	96	96	99	-4
CC(=O)N1CCN(Cc2nc3cc(NC(=O)c4ccc(Cl)cc4)ccc3n2C)CC1	107	1	102	4	100	108	96	4
CCN1CCN(CCc2nc3cc(NC(=O)COc4ccccc4)ccc3n2C)CC1	110	-1	108	3	92	107	105	3
Cc1nnc(SCC(=O)Nn2cnnc2)s1	97	0	81	2	87	96	91	13
CN1CCCN(C(=O)C2CCC(C(=O)N3CCCN(C)CC3)CC2)CC1 (stereo not drawn)	98	0	103	9	94	100	103	10
Cc1ccc(S(=O)(=O)NC(=O)c2ccc(-c3ccc(-c4ccccc4)cc3)o2)c(C)c1	88	-2	84	3	144	89	79	-1
Cc1ccc(C(=O)NC(C)c2nnc(SCC(=O)NC3CCCC3)n2C)cc1 (stereo not drawn)	100	.	88	.	66	97	104	.
CCCCNC(=O)CN(c1cccc(F)c1)S(C)(=O)=O	101	14	103	-1	96	99	98	0
CCN(CC)C(=O)Nc1ccc(C(=O)OC)cc1	83	8	95	0	100	100	102	10
O=C1NN(c2ccccc2)C(=O)/C1=C\c1ccc2c(c1)OCO2	97	6	103	0	84	101	99	-8
c1ccc(NCc2ccccn2)cc1	100	2	101	4	90	97	96	-4
S=c1[nH]ncn1/N=C/c1ccccn1	107	-3	110	-1	101	106	104	-12
FC(F)(F)c1cc(-c2ccccc2)nc(N2CCCCC2)n1	104	2	102	3	103	98	101	0
COc1cccc(CCNC(=O)COc2cccc3c2OC(C)(C)C3)c1	97	5	104	0	113	100	95	3
COc1ccc(CN2C3CCCC2CC(NC(=O)Nc2cccc(C)c2)C3)cc1 (stereo not drawn)	107	2	109	10	95	105	104	-3
CCOc1ccccc1CNC(=O)CCCC(=O)n1nc(C)c2ccccc21	97	5	98	1	94	98	100	2
CN(C(=O)CN1CCC(NC(=O)C2CCCCC2)CC1)C1CCCCC1	97	0	101	5	102	101	96	-9
Fc1ccc(C2c3cccn3CCN2C(=S)Nc2cccc(F)c2)cc1 (stereo not drawn)	92	3	86	-3	92	92	94	-4
CCOc1ccc(C(=O)CCC(=O)NNC(=O)c2ccccc2O)cc1	98	23	102	-6	108	106	101	2
CCCCc1ccc(NC(=O)N[C@H](C(=O)O)C(C)CC)cc1 (stereo partly drawn)	106	0	101	3	109	101	101	7
O=C(NCCc1cccc(F)c1)/C(=C/c1cccnc1)NC(=O)c1ccccc1	106	0	106	-13	97	106	113	-10
CCOC(=O)CN(C)C(=O)C1CCCN1C(=O)OC(C)(C)C (stereo not drawn)	87	2	92	1	105	100	109	4
O=C(COc1ccc(S(=O)(=O)N2CCOCC2)cc1)NC1CCCCC1	107	1	105	2	100	107	104	7
O=C(Nc1ccc(N2CCOCC2)c(Cl)c1)c1ccc(-n2cnnc2)cc1Cl	108	-6	104	-3	105	102	103	15
Cc1ccc2nsnc2c1NC(=O)c1ccccc1[N+](=O)[O-]	106	2	101	6	93	102	102	0
O=C(NNc1c(F)c(F)cc(F)c1F)C1CCN(S(=O)(=O)c2ccccc2F)CC1	98	8	104	1	107	109	100	6
COc1ccc(CCNC(=O)c2c(O)c3ccccc3n(C)c2=O)cc1	101	28	104	-3	91	103	105	0
CCN(CC)CCNc1ncnc2c1[nH]c1ccc(OC)cc12	109	6	111	9	107	109	108	-3
COc1ccccc1NC(=O)CC1C(=O)NCCN1C(=O)Nc1ccc(Cl)c(Cl)c1 (stereo not drawn)	?	-4	22[may fluoresce violet]	2	87[may fluoresce violet]	470*[may fluoresce violet]	67[may fluoresce violet]	8
CCc1nc2c(c(SC)nn2-c2ccccc2)c(N)c1C(=O)OC	103	5	104	-4	101	103	99	-2
Cc1ccc(NC(=O)C2CC(=O)OC23CCOC(C)(C)C3)cc1 (stereo not drawn)	110	0	107	-3	103	104	102	4
O=C(CCn1c(=O)oc2ccccc21)n1c(=O)oc2ccccc21	99	5	103	0	96	101	96	4
COc1cc(C(C)=O)ccc1OCCCOc1cccc2cccnc12	106	4	106	5	102	111	102	1
Cn1cccc1C1CCCN1CC(=O)Nc1ccc(C(N)=O)cc1 (stereo not drawn)	100	1	96	-3	94	100	95	-5
COCCCN(CCC#N)C(=O)c1c(-c2c(Cl)cccc2Cl)noc1C	98	-1	105	6	112	102	101	0
CC(=O)Nc1cccc(NC(=O)C(C)N2c3cccc4cccc(c34)S2(=O)=O)c1 (stereo not drawn)	97	1	94	2	83	97	92	6
Cn1c(NC(=O)COc2ccccc2)cc(=O)n(C)c1=O	104	29	101	3	100	103	101	-2
C=CCN(Cc1cc(OC)ccc1OC)C(=O)c1cc2ccc(OC)cc2[nH]1	107	.	99	.	84	104	107	.
CCCCCC(=O)NC(=S)Nc1cccc(C(C)=O)c1	93	11	83	-4	80	102	95	7

The final two compounds of the section before open the next one.
SMILES	CIT2 TOR yeast	AHR activator	AGP1 TOR yeast	procasp3 activ	LAP4-GFP MLPCN	MEP2-GFP yeast	RPL19A TOR yeast	procasp7 counter
C=CCN(Cc1cc(OC)ccc1OC)C(=O)c1cc2ccc(OC)cc2[nH]1	107	.	99	.	84	104	107	.
CCCCCC(=O)NC(=S)Nc1cccc(C(C)=O)c1	93	11	83	-4	80	102	95	7
COc1cccc(-c2nn(C)c3sc(C(=O)NCCCN(C)Cc4ccccc4)cc23)c1	96	13	103	-7	101	103	98	-5
CC(=O)c1cc(-c2ccccc2)n(CC(=O)N2CCN(C3CCCC3)CC2)c1C	88	1	91	8	96	94	93	2
N#Cc1cccc(-n2c(-c3ccccc3)nnc2-c2ccccc2)c1C#N	90	18	95	0	101	101	94	7
CCOC(=O)N1CCC(N2Cc3cccc(C(=O)Nc4ccc(S(=O)(=O)N(CC)CC)cc4)c3C2=O)CC1	101	-2	104	5	99	98	97	11
CC(C)NC(=O)NC(=O)CSc1ccc(S(=O)(=O)N2CCCC2)cn1	99	0	99	-6	99	98	95	6
CC(C)(C)NC(=O)c1ccc2c(c1)C1C3CCC(C3)C1C(c1ccccc1)N2 (stereo not drawn)	101	7	99	-3	108	108	106	-6
S=C(Nc1ccc(Nc2ccccc2)cc1)NN1CCOCC1	85	8	88	-15	105	98	90	-16
OCCNCc1cc(Br)ccc1OCc1ccccc1	89	14	95	-5	94	107	100	-4
CCn1c(SCC(=O)NC(C)(C)C)nc(O)cc1=O	.	-4	96	-4	86	99	97	-3
O=C1c2ccccc2C(=O)N1CCSc1nncs1	102	-1	101	1	93	102	98	5
COc1ccc(C(=O)C2CCCN(Cc3cnc(N4CCCC4)s3)C2)cc1OC (stereo not drawn)	92	2	89	11	92	100	92	-4
O=C(c1ccc(Cl)s1)N(Cc1nnc(-c2ccccc2Cl)o1)C1CC1	105	4	98	1	121	105	98	-1
CNC(=O)c1c(NC(=O)c2ccc(S(=O)(=O)N(C)c3ccccc3)cc2)sc2c1CCN(C(C)C)C2	104	2	110	-8	128	102	101	0
COc1ccc2oc(=O)cc(CN3CCN(Cc4ccc(OC)c(OC)c4OC)CC3)c2c1	99	.	93	.	92	103	99	.
Cc1cccc(CC2CC(=O)N(C3CCCCC3)C2=O)c1 (stereo not drawn)	96	1	99	1	110	94	98	7
CCCOc1ccc(N2C(=O)C3ON(c4ccccc4)C(CCC)C3C2=O)cc1 (stereo not drawn)	96	1	99	-3	109	105	102	-4
[O-]/[N+](=C\c1ccncc1)c1ccccc1	110	3	104	-1	95	102	100	6
O=C(O)CCc1nn2c3ccccc3n(CC(=O)c3ccccc3)c2nc1=O	105	4	101	-1	89	92	93	5
Cc1ccc(N2C(=O)S/C(=C/c3cn(C)c4ccccc34)C2=O)cc1	104	28	96	-1	92	105	100	4
CC1CN(C(=O)c2ccc(COc3ccccc3Cl)o2)CC(C)O1 (stereo not drawn)	90	4	95	4	95	107	101	2
COc1ccc(CCN(C)C(=O)CN2C(=O)NC3(CCCc4ccccc43)C2=O)cc1OC (stereo not drawn)	100	-3	98	-1	93	95	97	0
CCNc1nc(SCC(=O)Nc2ccccc2)nc(N2CCOCC2)n1	106	2	104	0	99	107	105	1
CCN(c1cccc(C)c1)S(=O)(=O)c1ccc2c(c1)CCCN2C(C)=O	101	5	102	10	106	94	98	-2
Cc1cc(C)c(C)c(OCCOCCN2CCN(C)CC2)c1	103	9	100	-8	102	116	112	8
Cc1cccc2c3c([nH]c12)C(=O)CC(C)(C)S3	86	16	99	21	105	103	100	-1
Cc1ccc(OC(C)C(=O)N2CCCc3ccccc32)cc1 (stereo not drawn)	100	4	93	-2	92	93	91	2
CC(C)(C)C(=O)Nc1ccc(S(=O)(=O)N2CCC(c3nc4ccccc4[nH]3)CC2)cc1	93	2	99	3	103	93	96	4
Cn1c(=O)c2sccc2n2c(CCCC(=O)Nc3ccc(F)cc3F)nnc12	96	-2	94	-2	90	105	100	15
CCOc1cc(N2CCOCC2)c(OCC)cc1NC(=O)COC(=O)CCn1c(C)csc1=O	97	-2	108	-15	108	108	100	1
Cc1[nH]c(=O)c(C#N)c(C)c1Cc1ccc(Cl)cc1Cl	101	2	105	-2	105	100	101	-4
Cc1ccc(-c2nnn(CC(=O)N(CCCO)C(C(=O)NC3CCCC3)c3ccc(F)cc3)n2)o1 (stereo not drawn)	97	-2	97	2	93	105	101	2
CCOC(=O)c1sc(=S)n(C)c1NC(=O)c1cccc(Br)c1	84	-3	100	-20	100	89	96	-6
